TRPC6 inhibitor: blocks the mouse TRPC6 cation channel | actives 1.1% (n = 310,000) | HEK293-TRPC6, membrane potential dye, ACh-evoked depolarization; hits give low values | AID 2553 | B-score at 10 µM | Q61143;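 active means B-score under library mean minus 3 SD, initial fluorescence not abnormally high, positive integrated signal ratio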;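 further: B-score derived from integrated fluorescence ratio over the kinetic read; more negative B-score means stronger inhibition of depolarization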
Target sequence (Q61143 whole entry, looked up): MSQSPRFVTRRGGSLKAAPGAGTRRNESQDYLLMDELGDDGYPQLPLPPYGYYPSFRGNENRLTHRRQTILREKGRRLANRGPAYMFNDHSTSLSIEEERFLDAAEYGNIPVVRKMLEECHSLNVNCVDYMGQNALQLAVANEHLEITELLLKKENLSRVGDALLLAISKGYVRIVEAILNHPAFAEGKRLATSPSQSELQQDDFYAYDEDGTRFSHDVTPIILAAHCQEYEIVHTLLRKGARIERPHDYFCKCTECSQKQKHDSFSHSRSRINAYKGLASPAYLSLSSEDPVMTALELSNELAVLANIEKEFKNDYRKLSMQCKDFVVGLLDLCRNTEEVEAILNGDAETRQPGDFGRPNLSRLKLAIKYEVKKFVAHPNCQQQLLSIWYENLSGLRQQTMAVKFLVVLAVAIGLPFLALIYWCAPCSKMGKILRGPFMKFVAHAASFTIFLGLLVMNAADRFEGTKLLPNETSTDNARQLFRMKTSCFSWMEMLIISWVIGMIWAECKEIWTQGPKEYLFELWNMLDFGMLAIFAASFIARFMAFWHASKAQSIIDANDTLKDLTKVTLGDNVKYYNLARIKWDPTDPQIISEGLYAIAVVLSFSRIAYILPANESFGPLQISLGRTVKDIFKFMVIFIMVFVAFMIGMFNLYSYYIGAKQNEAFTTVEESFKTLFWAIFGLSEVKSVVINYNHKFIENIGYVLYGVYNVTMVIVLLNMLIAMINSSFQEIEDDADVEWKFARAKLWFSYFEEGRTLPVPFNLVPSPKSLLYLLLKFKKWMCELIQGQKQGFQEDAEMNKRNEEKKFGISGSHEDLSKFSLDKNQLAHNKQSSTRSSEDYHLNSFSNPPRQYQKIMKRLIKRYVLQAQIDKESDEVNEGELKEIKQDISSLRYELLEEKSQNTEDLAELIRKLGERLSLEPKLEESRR
MrgX1 antagonist: blocks BAM8-22 activation of human MrgX1 receptor; Q96LB2; MRGX1-HEK293 calcium flux, Fluo-4, BAM8-22 antagonism; hits give low values; B-score at 10 µM; actives 1.3% (n = 310,000);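 active means calcium-response B-score plate-corrected more than 3 library SD below zero, starting fluorescence within 5 deviations, no agonist response on first addition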;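 further: peak minus trough fluorescence over baseline after final BAM8-22 challenge near maximal dose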
Platelet DG rel: modulates dense granule release in human platelets; human platelet-rich plasma, SFLLRN dense granule ATP release, luminescence; inhibition, %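 (compounds screened at 7.5 µM in platelet-rich plasma)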; actives 0.22% (n = 300,000); AID 1663;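 active means mean replicate score, as percent of positive control, at or above 50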
HIF activator: HIF pathway transcriptional activation. U2OS HRE-luciferase reporter, luminescence; normalized: DMSO 0%, desferrioxamine 100%. actives 0.32% (n = 300,000). activation, % at 7.5 µM (by protocol). AID 1910;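 active means mean activation of at least 10% of the iron chelator positive control signal, with at least half of replicates also reaching 10%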
MrgX1 PAM: allosterically activates human MrgX1 receptor signaling; AID 588675; MrgX1-HEK293, Fluo-4 calcium flux, FDSS; hits give high values; Q96LB2; actives 0.63% (n = 310,000); B-score at 10 µM;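 active means plate-corrected calcium response at least 3 library SD above typical, normal starting fluorescence, not activating the receptor alone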;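 further: compound read alongside a low EC10 to EC30 dose of BAM8-22 agonist; peak minus trough fluorescence over baseline measured at the second addition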
RGS4 block: inhibitors of human RGS4; HEK293 M3R/RGS4 inducible, Fluo-4 calcium flux; hits give high values; triggered by carbachol at its EC20; B-score at 10 µM; AID 463165; actives 0.45% (n = 310,000); P49798;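 active means B-score, a plate-corrected calcium signal, over three deviations above library mean, with baseline fluorescence within five deviations of library mean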;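 further: RGS4 expression induced by doxycycline in cells with stable M3 receptor; B-score is computed from the integrated fluorescence ratio over baseline after carbachol; higher B-score means a larger calcium signal and so more RGS4 inhibition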
Target sequence (P49798 whole entry, looked up): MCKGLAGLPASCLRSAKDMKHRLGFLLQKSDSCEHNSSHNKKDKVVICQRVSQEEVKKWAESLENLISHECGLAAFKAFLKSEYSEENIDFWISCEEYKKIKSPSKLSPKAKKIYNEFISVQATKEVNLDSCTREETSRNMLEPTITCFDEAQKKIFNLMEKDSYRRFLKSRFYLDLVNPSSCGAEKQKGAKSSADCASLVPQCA
RGS4 pot: RGS4 potentiation or activation | HEK293 M3R/inducible RGS4, carbachol calcium flux Fluo4; hits give low values | B-score at 10 µM | actives 0.92% (n = 310,000) | AID 463111;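 active means B-score of the integrated calcium signal more than 4 SD below the library mean, with starting fluorescence not abnormally high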;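 further: negative B-score means reduced calcium response which marks RGS4 activation or potentiation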
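Detection: kinetic calcium fluorescence imaging with Fluo4-AM dye, 2 µM / Material: HEK293 cells with stable M3R and inducible RGS4 / Schedule: recording 10 s baseline at 1 Hz, 100 s post-agonist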
SKKanGAS inh: inhibitors of SKKanGAS S. pyogenes growth in kanamycin (SK-promoter or general growth effect). actives 1.3% (n = 300,000). inhibition, % at 7.5 µM. BacTiter-Glo, 6 h;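 active means mean replicate score, as percent of positive control median, at least 50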;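 further: strain carries kanamycin resistance gene driven by streptokinase promoter and grows in 40 µg/ml kanamycin; loss of luminescence reflects streptokinase promoter inhibition or plain growth inhibition; 0% = median of DMSO wells and 100% = positive control at its reference dose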
TRPC4 block: inhibitors of mouse TRPC4 channel; AID 2247; B-score at 10 µM; actives 0.39% (n = 300,000); HEK293 TRPC4beta/mu-opioid, DAMGO-evoked Fluo4 calcium flux; hits give low values;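 active means B-score over 3 SD under the library average, no early fluorescence shift, positive overall ratio signal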
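Assay system: Stable TRPC4beta/mu-opioid receptor HEK293 cells | Reagent: DAMGO in two steps, submaximal then maximal | Compound dosing: Single concentration per test compound | Signal: Fluo4 Ca2+ flux fluorescence | Evaluation: Per-well B score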
TRPC6 act: activates the mouse TRPC6 cation channel | HEK293-TRPC6 membrane potential dye fluorescence; hits give high values | B-score at 10 µM | actives 0.13% (n = 310,000) | AID 2550;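 active means B-score of the integrated fluorescence ratio above library mean plus 3 SD, and starting fluorescence ratio within library mean plus 5 SD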;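 further: higher score means more depolarization so channel activation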
MrgX1 ag: agonists of human MrgX1 receptor. Q96LB2. MrgX1-HEK293 cells, Fluo-4 calcium fluorescence, agonist mode; hits give high values. B-score at 10 µM. actives 0.44% (n = 310,000). AID 588627;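 active means calcium response B-score plate-corrected fluorescence ratio at least 3 library SD, with starting fluorescence B-score inside 5 SD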
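Test system: HEK293 cells stably expressing human MrgX1 receptor; amount: 15,000 cells per well; doses: compound delivered in addition one of three; times: overnight plating before 1 h dye loading; detection: Fluo-4 NW calcium-flux fluorescence, kinetic read; read-out basis: B-scored fluorescence response ratio; controls: positive and negative controls per plate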
Numbers without * were called inactive.

Screening N#CCCn1c(SCC(=O)NCc2ccco2)nc2ccccc21 returned TRPC6 inhibitor inactive, MrgX1 antagonist inactive, Platelet DG rel -1.9, HIF activator 0.1, MrgX1 PAM inactive, RGS4 block inactive, RGS4 pot inactive, SKKanGAS inh 5.5, TRPC4 block inactive, TRPC6 act inactive and MrgX1 ag inactive.
`Cc1noc(C)c1C(=O)Nc1nc(-c2ccccc2Cl)cs1` gave TRPC6 inhibitor inactive, MrgX1 antagonist inactive, Platelet DG rel 12.0, HIF activator -1.7, MrgX1 PAM inactive, RGS4 block inactive, RGS4 pot inactive, SKKanGAS inh 6.0, TRPC4 block inactive, TRPC6 act inactive and MrgX1 ag inactive.
COc1ccc(C(C(=O)NCC2CCCO2)N(C(=O)CNC(=O)c2cccs2)c2ccc(C(C)=O)cc2)cc1OC (stereo not drawn) was read as TRPC6 inhibitor inactive, MrgX1 antagonist inactive, Platelet DG rel 4.9, HIF activator -0.1, MrgX1 PAM inactive, RGS4 block inactive, RGS4 pot inactive, SKKanGAS inh -3.6, TRPC4 block inactive, TRPC6 act inactive and MrgX1 ag inactive.
Screening CC(C)Cn1cc(F)c(=O)n(CC(C)C)c1=O returned TRPC6 inhibitor inactive, MrgX1 antagonist inactive, Platelet DG rel -1.6, HIF activator -0.2, MrgX1 PAM inactive, RGS4 block inactive, RGS4 pot inactive, SKKanGAS inh 16.1, TRPC4 block inactive, TRPC6 act inactive and MrgX1 ag inactive.
N#Cc1cc2c(nc1SCc1cccnc1)CCCC2 was read as TRPC6 inhibitor inactive, MrgX1 antagonist inactive, Platelet DG rel -0.2, HIF activator 2.2, MrgX1 PAM inactive, RGS4 block inactive, RGS4 pot inactive, SKKanGAS inh -2.5, TRPC4 block inactive, TRPC6 act inactive and MrgX1 ag inactive.
For Cc1ccc(NS(=O)(=O)c2ccc(OCC(=O)NCc3ccncc3)cc2)cc1 the results were TRPC6 inhibitor inactive, MrgX1 antagonist inactive, Platelet DG rel -0.7, HIF activator -0.3, MrgX1 PAM inactive, RGS4 block inactive, RGS4 pot inactive, SKKanGAS inh -1.0, TRPC4 block inactive, TRPC6 act inactive and MrgX1 ag inactive.
C=CCn1c(SCC(=O)NC2CC2)nnc1-c1ccccn1 was read as TRPC6 inhibitor inactive, MrgX1 antagonist inactive, Platelet DG rel -1.0, HIF activator -0.4, MrgX1 PAM inactive, RGS4 block inactive, RGS4 pot inactive, SKKanGAS inh -2.4, TRPC4 block inactive, TRPC6 act inactive and MrgX1 ag inactive.
For CCOC(=O)CNC(=O)C1CCCc2c1[nH]c1ccc(Cl)cc21 (stereo not drawn) the results were TRPC6 inhibitor inactive, MrgX1 antagonist inactive, Platelet DG rel 6.3, HIF activator 0.1, MrgX1 PAM inactive, RGS4 block inactive, RGS4 pot inactive, SKKanGAS inh 3.9, TRPC4 block inactive, TRPC6 act inactive and MrgX1 ag inactive.
For Cc1ccc(-n2[nH]c(C)c(/C=N/NC(=O)c3ccc(O)cc3O)c2=O)cc1 the results were TRPC6 inhibitor inactive, MrgX1 antagonist inactive, Platelet DG rel 28.1, HIF activator 5.0, MrgX1 PAM inactive, RGS4 block inactive, RGS4 pot inactive, SKKanGAS inh 101.9*, TRPC4 block inactive, TRPC6 act inactive and MrgX1 ag inactive.
For O=C(OCC(=O)c1cccs1)C1=COCCO1 the results were TRPC6 inhibitor inactive, MrgX1 antagonist inactive, Platelet DG rel 29.2, HIF activator 1.1, MrgX1 PAM inactive, RGS4 block inactive, RGS4 pot inactive, SKKanGAS inh 1.7, TRPC4 block inactive, TRPC6 act inactive and MrgX1 ag inactive.
`C=C1C(=O)[C@@]23[C@H](O)C[C@@H]4C(C)(C)CC[C@H](O)[C@@]4(C)[C@@H]2CC[C@@H]1[C@H]3O` gave TRPC6 inhibitor inactive, MrgX1 antagonist inactive, Platelet DG rel -16.9, HIF activator -6.6, MrgX1 PAM inactive, RGS4 block 4.94*, RGS4 pot inactive, SKKanGAS inh 4.9, TRPC4 block inactive, TRPC6 act inactive and MrgX1 ag inactive.
`Cc1cccc(-c2n[nH]c(=S)n2/N=C/c2ccco2)c1` gave TRPC6 inhibitor inactive, MrgX1 antagonist inactive, Platelet DG rel -7.3, HIF activator -0.2, MrgX1 PAM inactive, RGS4 block inactive, RGS4 pot inactive, SKKanGAS inh -9.2, TRPC4 block inactive, TRPC6 act inactive and MrgX1 ag inactive.
`O=C(NCc1ccncc1)C(=O)NCc1ccco1` gave TRPC6 inhibitor inactive, MrgX1 antagonist inactive, Platelet DG rel 7.7, HIF activator 0.0, MrgX1 PAM inactive, RGS4 block inactive, RGS4 pot inactive, SKKanGAS inh 6.4, TRPC4 block inactive, TRPC6 act inactive and MrgX1 ag inactive.
CCN(CC)S(=O)(=O)c1ccc(C(C)NC(=O)Cc2c[nH]c3ccccc23)cc1 (stereo not drawn) was read as TRPC6 inhibitor inactive, MrgX1 antagonist inactive, Platelet DG rel -22.9, HIF activator 0.0, MrgX1 PAM inactive, RGS4 block inactive, RGS4 pot inactive, SKKanGAS inh -1.3, TRPC4 block inactive, TRPC6 act inactive and MrgX1 ag inactive.
For Cc1cc(NC(=O)C(=O)NCc2cccc(Cl)c2)no1 the results were TRPC6 inhibitor inactive, MrgX1 antagonist inactive, Platelet DG rel -2.2, HIF activator 0.4, MrgX1 PAM inactive, RGS4 block inactive, RGS4 pot inactive, SKKanGAS inh 5.6, TRPC4 block inactive, TRPC6 act inactive and MrgX1 ag inactive.
For CC(=O)N1CCN(S(=O)(=O)c2cccc(C(=O)Nc3nc4c(s3)CCCC4)c2)CC1 the results were TRPC6 inhibitor inactive, MrgX1 antagonist inactive, Platelet DG rel 0.5, HIF activator 0.2, MrgX1 PAM inactive, RGS4 block inactive, RGS4 pot inactive, SKKanGAS inh -2.0, TRPC4 block inactive, TRPC6 act inactive and MrgX1 ag inactive.
CCCCC(=O)Nc1ccc(NC(=S)NC(=O)CC(C)C)cc1OC was read as TRPC6 inhibitor inactive, MrgX1 antagonist inactive, Platelet DG rel -1.8, HIF activator 0.1, MrgX1 PAM inactive, RGS4 block inactive, RGS4 pot inactive, SKKanGAS inh 3.1, TRPC4 block inactive, TRPC6 act inactive and MrgX1 ag inactive.
For COC(=O)[C@H](Cc1ccccc1)NC(=O)Nc1ccc(S(N)(=O)=O)cc1 the results were TRPC6 inhibitor inactive, MrgX1 antagonist inactive, Platelet DG rel -16.8, HIF activator 0.2, MrgX1 PAM inactive, RGS4 block inactive, RGS4 pot inactive, SKKanGAS inh 2.4, TRPC4 block inactive, TRPC6 act inactive and MrgX1 ag inactive.
`Cc1cc(C(=O)N2CCc3c([nH]c4ccccc34)C2c2cccc(Cl)c2)nn1C` (stereo not drawn) gave TRPC6 inhibitor inactive, MrgX1 antagonist inactive, Platelet DG rel -1.5, HIF activator -1.3, MrgX1 PAM inactive, RGS4 block inactive, RGS4 pot inactive, SKKanGAS inh 28.7, TRPC4 block inactive, TRPC6 act inactive and MrgX1 ag inactive.
Screening CCN1CCN(C(C(=O)NC2CCCC2)c2cc3c(cc2[N+](=O)[O-])OCO3)CC1 (stereo not drawn) returned TRPC6 inhibitor inactive, MrgX1 antagonist inactive, Platelet DG rel 2.8, HIF activator 1.1, MrgX1 PAM inactive, RGS4 block inactive, RGS4 pot inactive, SKKanGAS inh 6.1, TRPC4 block inactive, TRPC6 act inactive and MrgX1 ag inactive.
For COc1ccccc1/C=C/C(=O)NCC(=O)N1CCC(N(C)C2CCCC2)CC1 the results were TRPC6 inhibitor inactive, MrgX1 antagonist inactive, Platelet DG rel -7.6, HIF activator -0.3, MrgX1 PAM inactive, RGS4 block inactive, RGS4 pot inactive, SKKanGAS inh 7.5, TRPC4 block inactive, TRPC6 act inactive and MrgX1 ag inactive.
Screening CC(C)(C)NS(=O)(=O)c1cnc(Cl)c(Cl)c1 returned TRPC6 inhibitor inactive, MrgX1 antagonist inactive, Platelet DG rel -0.7, HIF activator -0.1, MrgX1 PAM inactive, RGS4 block inactive, RGS4 pot inactive, SKKanGAS inh 1.0, TRPC4 block inactive, TRPC6 act inactive and MrgX1 ag inactive.
`CCOc1ccc(C(=O)NNC2CC(=O)N(CCc3ccccc3)C2=O)cc1OC` (stereo not drawn) gave TRPC6 inhibitor inactive, MrgX1 antagonist -5.46*, Platelet DG rel 12.9, HIF activator -0.1, MrgX1 PAM inactive, RGS4 block inactive, RGS4 pot inactive, SKKanGAS inh 7.3, TRPC4 block inactive, TRPC6 act inactive and MrgX1 ag inactive.
`CCOc1ccccc1N(C(=O)c1ccco1)C(C(=O)NC1CCCC1)c1cccs1` (stereo not drawn) gave TRPC6 inhibitor inactive, MrgX1 antagonist inactive, Platelet DG rel -3.8, HIF activator -0.3, MrgX1 PAM inactive, RGS4 block inactive, RGS4 pot inactive, SKKanGAS inh -5.6, TRPC4 block inactive, TRPC6 act inactive and MrgX1 ag inactive.
Screening O=C(/C=C/Nc1ccc(Br)cc1F)c1ccccc1 returned TRPC6 inhibitor inactive, MrgX1 antagonist -5.95*, Platelet DG rel 50.5*, HIF activator -3.3, MrgX1 PAM inactive, RGS4 block inactive, RGS4 pot inactive, SKKanGAS inh 7.3, TRPC4 block inactive, TRPC6 act inactive and MrgX1 ag inactive.
`O=c1[nH]c(C2CCN(S(=O)(=O)c3ccc4c(c3)OCCO4)CC2)nc2c1nnn2Cc1c(F)cccc1Cl` gave TRPC6 inhibitor inactive, MrgX1 antagonist inactive, Platelet DG rel 5.8, HIF activator 0.4, MrgX1 PAM inactive, RGS4 block inactive, RGS4 pot inactive, SKKanGAS inh 24.1, TRPC4 block inactive, TRPC6 act inactive and MrgX1 ag inactive.
Screening CCC(=O)N(CCc1ccccc1)Cc1cc2cc(OC)ccc2[nH]c1=O returned TRPC6 inhibitor inactive, MrgX1 antagonist inactive, Platelet DG rel -7.3, HIF activator -0.6, MrgX1 PAM 10.4*, RGS4 block inactive, RGS4 pot inactive, SKKanGAS inh -14.3, TRPC4 block inactive, TRPC6 act inactive and MrgX1 ag inactive.
COc1ccc(S(=O)(=O)NCc2ccc(C(=O)N3CCc4ccccc4C3)cc2)cc1 was read as TRPC6 inhibitor inactive, MrgX1 antagonist inactive, Platelet DG rel -6.1, HIF activator 0.1, MrgX1 PAM inactive, RGS4 block inactive, RGS4 pot inactive, SKKanGAS inh 0.6, TRPC4 block inactive, TRPC6 act inactive and MrgX1 ag inactive.

Screens: PubChem BioAssay, several laboratories
